Myeloid diff MLP = induction of myeloid progenitor differentiation, primary screen, cell-based, flow cytometry, MLPCN library. ER-HoxA9 myeloid progenitors, lysozyme-GFP differentiation. calls only at 10 µM. 1% of 360,000 active. AID 624256, 2012;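 active means normalized GFP-positive differentiation at or above the plate's own cutoff, the solvent-only control mean plus 3 SD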;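 further: cells exposed to compound for four days before flow analysis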
MgcRacGAP inhibition = MgcRacGAP GTPase-activating activity inhibitors, confirmation, biochemical, ADP Hunter fluorescence; inhibition, % at 30 µM, or IC50 in µM where a hit was titrated; MgcRacGAP-stimulated Rac1 GTP hydrolysis, ADP Hunter fluorescence; higher % means a stronger effect; GST-tagged Rac1 F28L mutant substrate; 0.6% of 340,000 active;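 active means first-screen hits whose inhibition reached a set limit at any dose in the follow-up dose series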;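 further: fluorescence reports GDP produced by GAP-driven GTP hydrolysis; strong numbers were not always called active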
NTR1 agonist = agonists of NTR1, primary screen, imaging, U2OS cells, beta-arrestin-GFP, high content (AID 493036); NTR1-U2OS beta-arrestin-GFP spot imaging, agonist mode; activation, % at 20 µM; 0.17% of 330,000 active; Neurotensin receptor type 1 (Homo sapiens), P30989;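 active means activation at or above 40% of the spot to cytoplasm intensity ratio, with at least 20 cells analyzed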;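 further: 0% = DMSO without peptide and 100% = 100 nM NTR1 peptide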
Target sequence (P30989 whole entry, looked up): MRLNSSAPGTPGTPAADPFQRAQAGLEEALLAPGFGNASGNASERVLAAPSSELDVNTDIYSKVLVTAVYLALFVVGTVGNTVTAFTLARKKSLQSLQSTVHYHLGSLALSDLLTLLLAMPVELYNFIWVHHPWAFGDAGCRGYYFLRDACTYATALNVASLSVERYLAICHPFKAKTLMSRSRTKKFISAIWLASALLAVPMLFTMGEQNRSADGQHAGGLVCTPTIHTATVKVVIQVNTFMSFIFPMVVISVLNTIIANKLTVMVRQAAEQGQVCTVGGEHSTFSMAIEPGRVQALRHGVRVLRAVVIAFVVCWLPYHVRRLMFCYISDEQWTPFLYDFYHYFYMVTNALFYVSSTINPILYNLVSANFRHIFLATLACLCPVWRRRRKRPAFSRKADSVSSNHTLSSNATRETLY
NTR1 agonist cell count 20 µM = recorded beside NTR1 agonist, whose call it bears; cell count; measured here: cell count, cytotoxicity flag
Myeloid diff MLP GFP+ MAC1+ % = recorded beside Myeloid diff MLP, whose call it bears; GFP+ MAC1+ double positive, %; measured here: differentiation confirmed by MAC1 staining
The depositor's hits bear a star. An excerpt, so the mix of outcomes need not match the whole.

C[C@H](CO)N1C[C@H](C)[C@@H](CN(C)S(=O)(=O)c2ccc(F)cc2)Oc2ccc(NC(=O)CCN3CCOCC3)cc2C1=O was read as Myeloid diff MLP inactive, MgcRacGAP inhibition 0%, NTR1 agonist -2.9, NTR1 agonist cell count 20 µM 67 and Myeloid diff MLP GFP+ MAC1+ % 1.2.
CC(=O)c1cccc(NC(=O)C(C)OC(=O)c2cccc(S(=O)(=O)N3CCN(C)CC3)c2)c1 (stereo not drawn) was read as Myeloid diff MLP inactive, MgcRacGAP inhibition 2%, NTR1 agonist -1.1, NTR1 agonist cell count 20 µM 88 and Myeloid diff MLP GFP+ MAC1+ % 0.2.
COc1cccc(NC(=O)CN(C)C(C)C(=O)NC(C)c2ccc(Cl)cc2Cl)c1 (stereo not drawn) was read as Myeloid diff MLP inactive, MgcRacGAP inhibition 0%, NTR1 agonist 1.0, NTR1 agonist cell count 20 µM 65 and Myeloid diff MLP GFP+ MAC1+ % 0.6.
For C#CCOCCOCCOCCNc1nc(N2CCN(C(=O)[C@H](CO)n3cc([C@@H](N)C(C)C)nn3)CC2)nc(N2CCN(C(=O)[C@H](CCC(=O)O)n3cc([C@@H](N)CCCCN)nn3)CC2)n1 the results were Myeloid diff MLP inactive, MgcRacGAP inhibition 8%, NTR1 agonist -2.5, NTR1 agonist cell count 20 µM 56 and Myeloid diff MLP GFP+ MAC1+ % 0.9.
`CCCc1cc(=O)[nH]c(SCC(=O)Nc2ccc(OC)c(S(=O)(=O)N3CCCCC3)c2)n1` gave Myeloid diff MLP inactive, MgcRacGAP inhibition 9%, NTR1 agonist 3.2, NTR1 agonist cell count 20 µM 63 and Myeloid diff MLP GFP+ MAC1+ % 0.9.
O=C1COC(c2ccccc2)=CN1Cc1ccccc1 was read as Myeloid diff MLP inactive, MgcRacGAP inhibition 2%, NTR1 agonist 2.2, NTR1 agonist cell count 20 µM 52 and Myeloid diff MLP GFP+ MAC1+ % 0.3.
C=CC[C@@H](Cc1ccc(F)cc1)C(=O)OC[C@@H]1CCCN1C(=O)[C@H](CC=C)CC(=O)NCCO was read as Myeloid diff MLP inactive, MgcRacGAP inhibition 1%, NTR1 agonist -0.8, NTR1 agonist cell count 20 µM 59 and Myeloid diff MLP GFP+ MAC1+ % 1.7.
Screening CN1CCN(S(=O)(=O)c2ccccc2)C(c2ccccc2)C1 (stereo not drawn) returned Myeloid diff MLP inactive, MgcRacGAP inhibition 1%, NTR1 agonist 0.7, NTR1 agonist cell count 20 µM 57 and Myeloid diff MLP GFP+ MAC1+ % 0.6.
`Cc1ccc(S(=O)(=O)CCC(=O)Nc2cccc(S(=O)(=O)N3CCCCCC3)c2)cc1` gave Myeloid diff MLP inactive, MgcRacGAP inhibition 2%, NTR1 agonist 1.6, NTR1 agonist cell count 20 µM 62 and Myeloid diff MLP GFP+ MAC1+ % 0.9.
`CCOC(=O)N1CCN(C(=O)/C(=C/c2ccc(N(C)C)cc2)NC(=O)c2ccccc2)CC1` gave Myeloid diff MLP inactive, MgcRacGAP inhibition 11%, NTR1 agonist 5.5, NTR1 agonist cell count 20 µM 59 and Myeloid diff MLP GFP+ MAC1+ % 0.4.
C[C@H]1CN([C@@H](C)CO)C(=O)c2cccc(NC(=O)C3CC3)c2O[C@H]1CN(C)S(=O)(=O)c1cccs1 was read as Myeloid diff MLP inactive, MgcRacGAP inhibition 1%, NTR1 agonist -2.3, NTR1 agonist cell count 20 µM 57 and Myeloid diff MLP GFP+ MAC1+ % 1.5.
Screening CCN(CC(=O)Nc1ccc2c(c1)OCCO2)C(=O)/C=C/c1ccc([N+](=O)[O-])cc1 returned Myeloid diff MLP inactive, MgcRacGAP inhibition 3%, NTR1 agonist -1.3, NTR1 agonist cell count 20 µM 46 and Myeloid diff MLP GFP+ MAC1+ % 0.9.
Screening CC1CN(C(=O)c2ccccc2OCc2ccccc2Cl)CC(C)O1 (stereo not drawn) returned Myeloid diff MLP inactive, MgcRacGAP inhibition 6%, NTR1 agonist -1.8, NTR1 agonist cell count 20 µM 74 and Myeloid diff MLP GFP+ MAC1+ % 0.4.
Screening CCOC(=O)CN(C(=O)CSc1nnnn1C)c1ccccc1 returned Myeloid diff MLP inactive, MgcRacGAP inhibition -2%, NTR1 agonist -0.6, NTR1 agonist cell count 20 µM 52 and Myeloid diff MLP GFP+ MAC1+ % 1.0.
`Cc1ccccc1OCCC(=O)N1CCN(S(=O)(=O)c2ccc(Br)cc2)CC1` gave Myeloid diff MLP inactive, MgcRacGAP inhibition -1%, NTR1 agonist 1.6, NTR1 agonist cell count 20 µM 57 and Myeloid diff MLP GFP+ MAC1+ % 1.1.
CCCCCCCC1c2c(c(C)c(C)oc2=O)Oc2c(C)c(C)oc(=O)c21 was read as Myeloid diff MLP inactive, MgcRacGAP inhibition 4%, NTR1 agonist 5.7, NTR1 agonist cell count 20 µM 56 and Myeloid diff MLP GFP+ MAC1+ % 0.9.
Screening CC(C)CC(=O)N1CCN(c2ccc([N+](=O)[O-])c(NCc3ccccc3)c2)CC1 returned Myeloid diff MLP inactive, MgcRacGAP inhibition 6%, NTR1 agonist 3.2, NTR1 agonist cell count 20 µM 63 and Myeloid diff MLP GFP+ MAC1+ % 0.1.
For Cc1sc2nc(CSC(C)C(=O)NC3(C#N)CCCCC3)[nH]c(=O)c2c1C (stereo not drawn) the results were Myeloid diff MLP inactive, MgcRacGAP inhibition 10%, NTR1 agonist -1.4, NTR1 agonist cell count 20 µM 74 and Myeloid diff MLP GFP+ MAC1+ % 1.1.
`COC(=O)[C@@]1(C)[C@H]2C(=O)N(Cc3ccccc3)C(=O)[C@H]2[C@H]2CN=C(SCC3CC3)N21` gave Myeloid diff MLP inactive, MgcRacGAP inhibition 9%, NTR1 agonist 2.9, NTR1 agonist cell count 20 µM 59 and Myeloid diff MLP GFP+ MAC1+ % 0.8.
Cc1ccc(Cl)cc1NC(=O)CON=C(N)c1ccccc1 was read as Myeloid diff MLP inactive, MgcRacGAP inhibition -5%, NTR1 agonist 0.3, NTR1 agonist cell count 20 µM 48 and Myeloid diff MLP GFP+ MAC1+ % 1.0.

The closing 5 entries of the part above open the next one:
CCCCCCCC1c2c(c(C)c(C)oc2=O)Oc2c(C)c(C)oc(=O)c21 was read as Myeloid diff MLP inactive, MgcRacGAP inhibition 4%, NTR1 agonist 5.7, NTR1 agonist cell count 20 µM 56 and Myeloid diff MLP GFP+ MAC1+ % 0.9.
Screening CC(C)CC(=O)N1CCN(c2ccc([N+](=O)[O-])c(NCc3ccccc3)c2)CC1 returned Myeloid diff MLP inactive, MgcRacGAP inhibition 6%, NTR1 agonist 3.2, NTR1 agonist cell count 20 µM 63 and Myeloid diff MLP GFP+ MAC1+ % 0.1.
For Cc1sc2nc(CSC(C)C(=O)NC3(C#N)CCCCC3)[nH]c(=O)c2c1C (stereo not drawn) the results were Myeloid diff MLP inactive, MgcRacGAP inhibition 10%, NTR1 agonist -1.4, NTR1 agonist cell count 20 µM 74 and Myeloid diff MLP GFP+ MAC1+ % 1.1.
`COC(=O)[C@@]1(C)[C@H]2C(=O)N(Cc3ccccc3)C(=O)[C@H]2[C@H]2CN=C(SCC3CC3)N21` gave Myeloid diff MLP inactive, MgcRacGAP inhibition 9%, NTR1 agonist 2.9, NTR1 agonist cell count 20 µM 59 and Myeloid diff MLP GFP+ MAC1+ % 0.8.
Cc1ccc(Cl)cc1NC(=O)CON=C(N)c1ccccc1 was read as Myeloid diff MLP inactive, MgcRacGAP inhibition -5%, NTR1 agonist 0.3, NTR1 agonist cell count 20 µM 48 and Myeloid diff MLP GFP+ MAC1+ % 1.0.
Screening O=C(NCC(c1ccco1)N1CCCC1)c1ccc(S(=O)(=O)Nc2ccccc2Cl)cc1 (stereo not drawn) returned Myeloid diff MLP inactive, MgcRacGAP inhibition 3%, NTR1 agonist -0.1, NTR1 agonist cell count 20 µM 62 and Myeloid diff MLP GFP+ MAC1+ % 0.7.
For N#CCC(CNc1ncc(C(F)(F)F)cc1Cl)OC(=O)c1c(F)cccc1F (stereo not drawn) the results were Myeloid diff MLP inactive, MgcRacGAP inhibition 8%, NTR1 agonist 1.0, NTR1 agonist cell count 20 µM 51 and Myeloid diff MLP GFP+ MAC1+ % 6.4.
For Cc1noc(C)c1C(=O)N(CC(=O)Nc1ccccc1Br)Cc1ccco1 the results were Myeloid diff MLP inactive, MgcRacGAP inhibition 8%, NTR1 agonist -0.7, NTR1 agonist cell count 20 µM 55 and Myeloid diff MLP GFP+ MAC1+ % 0.5.
Cc1cc(C)cc(OCC(=O)OCC(=O)NC2CCCC2)c1 was read as Myeloid diff MLP inactive, MgcRacGAP inhibition 0%, NTR1 agonist 0.4, NTR1 agonist cell count 20 µM 76 and Myeloid diff MLP GFP+ MAC1+ % 1.0.
Screening Cc1cccnc1NC(=O)c1ccco1 returned Myeloid diff MLP inactive, MgcRacGAP inhibition 18%, NTR1 agonist -0.7, NTR1 agonist cell count 20 µM 72 and Myeloid diff MLP GFP+ MAC1+ % 1.0.
CCOC(=O)[C@H]1[C@H]2COc3ccccc3[C@@H]2N2C(=O)c3cc(C)ccc3NC(=O)[C@@]12C was read as Myeloid diff MLP inactive, MgcRacGAP inhibition 6%, NTR1 agonist 4.1, NTR1 agonist cell count 20 µM 95 and Myeloid diff MLP GFP+ MAC1+ % 0.5.
For Cc1cc(=O)[nH]c(SCC(=O)N2CCCC2)n1 the results were Myeloid diff MLP inactive, MgcRacGAP inhibition 2%, NTR1 agonist -0.4, NTR1 agonist cell count 20 µM 61 and Myeloid diff MLP GFP+ MAC1+ % 1.0.
Screening CN(CC(=O)Nc1ccc(C(N)=O)cc1)S(=O)(=O)c1ccc2c(c1)OCCO2 returned Myeloid diff MLP inactive, MgcRacGAP inhibition 1%, NTR1 agonist 5.4, NTR1 agonist cell count 20 µM 65 and Myeloid diff MLP GFP+ MAC1+ % 0.0.
`C=CC[C@H](CC(=O)N(CCO)Cc1ccccc1)C(=O)NC[C@H](OC(=O)[C@@H](CC=C)CC(=O)OC(C)(C)C)c1ccccc1` gave Myeloid diff MLP inactive, MgcRacGAP inhibition 7%, NTR1 agonist 9.8, NTR1 agonist cell count 20 µM 67 and Myeloid diff MLP GFP+ MAC1+ % 1.1.
`O=C(CSc1nnc(-c2ccccc2F)o1)NC(=O)Cc1ccccc1` gave Myeloid diff MLP inactive, MgcRacGAP inhibition -3%, NTR1 agonist 0.1, NTR1 agonist cell count 20 µM 45 and Myeloid diff MLP GFP+ MAC1+ % 0.4.
Screening C=CC[C@H](CC(=O)OC(C)(C)C)C(=O)OC[C@@H]1CCCN1C(=O)[C@@H](CC=C)CC(=O)N[C@H](CO)Cc1ccccc1 returned Myeloid diff MLP inactive, MgcRacGAP inhibition 8%, NTR1 agonist 4.4, NTR1 agonist cell count 20 µM 46 and Myeloid diff MLP GFP+ MAC1+ % 1.0.
`CCN(CC)C(=O)c1cccc(NC(=O)C2=COCCO2)c1` gave Myeloid diff MLP inactive, MgcRacGAP inhibition 3%, NTR1 agonist 0.0, NTR1 agonist cell count 20 µM 68 and Myeloid diff MLP GFP+ MAC1+ % 0.8.
For Cc1nn(Cc2ccccc2)c(C)c1C(=O)NCCCN1CCCC1=O the results were Myeloid diff MLP inactive, MgcRacGAP inhibition 8%, NTR1 agonist -3.1, NTR1 agonist cell count 20 µM 52 and Myeloid diff MLP GFP+ MAC1+ % 0.5.
Screening Cc1nnc(SCC2=C(C(=O)O)N3C(=O)C(NC(=O)Cc4ccccc4)C3SC2)s1 (stereo not drawn) returned Myeloid diff MLP inactive, MgcRacGAP inhibition 9%, NTR1 agonist -0.1, NTR1 agonist cell count 20 µM 66 and Myeloid diff MLP GFP+ MAC1+ % 0.2.
Screening O=C1C=C(c2cccc(Br)c2)C[C@@H](c2ccc3c(c2)OCO3)C1 returned Myeloid diff MLP inactive, MgcRacGAP inhibition 0%, NTR1 agonist 4.4, NTR1 agonist cell count 20 µM 48 and Myeloid diff MLP GFP+ MAC1+ % 1.2.
Screening CC(C)N(CCn1c(SCC(=O)Nc2cccnc2Cl)nc2ccccc2c1=O)C(C)C returned Myeloid diff MLP inactive, MgcRacGAP inhibition 4%, NTR1 agonist 1.7, NTR1 agonist cell count 20 µM 74 and Myeloid diff MLP GFP+ MAC1+ % 0.4.
`O=C1N(c2ccccc2C(F)(F)F)O[C@]1(c1ccccc1)C1CCCCC1` gave Myeloid diff MLP inactive, MgcRacGAP inhibition 5%, NTR1 agonist 2.7, NTR1 agonist cell count 20 µM 50 and Myeloid diff MLP GFP+ MAC1+ % 1.5.
COc1cccc(CNC(=O)COC(=O)c2cc(Br)c(Br)s2)c1 was read as Myeloid diff MLP inactive, MgcRacGAP inhibition 3%, NTR1 agonist -2.3, NTR1 agonist cell count 20 µM 72 and Myeloid diff MLP GFP+ MAC1+ % 0.5.
CN(C)C(=O)CCc1ccc2c3c([nH]c2c1)[C@]1(C)[C@@H](C(=O)N2CCCCC2)C[C@H](CC(=O)NCC24CC5CC(CC(C5)C2)C4)C(=O)N1CC3 was read as Myeloid diff MLP inactive, MgcRacGAP inhibition 10%, NTR1 agonist 4.2, NTR1 agonist cell count 20 µM 54 and Myeloid diff MLP GFP+ MAC1+ % 0.2.

High-throughput results as filed in PubChem.
